High-throughput results as filed in PubChem BioAssay.
Jurkat viability = cytotoxicity toward Jurkat cells; Jurkat E6.1 viability, ATP luminescence, 48 h; inhibition, % at 4 µM; 56,000 compounds, 1.2% hits;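 active = inhibition above the mean inhibition of all tested compounds plus 3 SD, cut at about 28% in these data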
Her2 expr inh = inhibitors of human Her2 kinase expression | SKBR-3 HER2 protein level, AlphaScreen, 18-24 h; stronger effect = lower value | HER2 level % of control, % at 10 µM | 65,000 compounds, 0.69% hits | AID 645 | P04626;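 active = HER2 level under 5% of the carrier-only control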;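 note: 100% = DMSO carrier and 0% = 500 nM PU-H71 HSP90 inhibitor; lower value means stronger loss of Her2 protein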
S1P1 ag pot = S1P1 (human) agonism or agonism potentiation. AID 449. activation, % at 9.5 µM. 56,000 compounds, 0.57% hits. P21453. S1P1 CRE-bla cells, forskolin, beta-lactamase FRET, potentiator mode; S1P1 agonist co-added at EC20, 2 nM; 100% = saturating reference agonist, 0% = basal;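 active = activation above a cutoff set at the mean activation of all tested compounds plus 3 SD, cut at about 54% in these data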;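 note: forskolin at 4 µM as EC80 and the EC20 agonist is SEW2871; 100% = SEW2871 at its EC100 plus forskolin at EC80; some compounds past the cut are filed as inactive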
Target sequence (P21453 whole entry, looked up): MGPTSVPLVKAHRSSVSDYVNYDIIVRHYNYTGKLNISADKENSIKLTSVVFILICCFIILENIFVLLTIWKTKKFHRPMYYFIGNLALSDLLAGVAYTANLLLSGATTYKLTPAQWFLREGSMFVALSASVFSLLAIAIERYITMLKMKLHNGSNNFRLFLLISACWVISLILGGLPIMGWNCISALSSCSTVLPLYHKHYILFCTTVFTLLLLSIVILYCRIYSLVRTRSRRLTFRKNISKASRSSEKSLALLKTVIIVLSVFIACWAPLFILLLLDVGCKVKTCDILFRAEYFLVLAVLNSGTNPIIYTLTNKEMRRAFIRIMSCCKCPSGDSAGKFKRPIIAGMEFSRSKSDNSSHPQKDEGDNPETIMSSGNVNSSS
S1P3 agonist = agonists of human S1P3 receptor | S1P3 NFAT-BLA reporter cells, agonism, FRET ratio; relative to 1 µM S1P, basal subtracted | activation, % at 4.5 µM | 60,000 compounds, 0.1% hits;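 active = activation above the screen-wide mean plus 3 SD, cut at about 4.5% in these data, passing the limit was not always enough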; note: some compounds called inactive have numbers as strong as hits
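Assay system: stable CHO line with human S1P3, Gα16, NFAT-BLA reporter; Detection: FRET β-lactamase substrate fluorescence, excitation 405 nm, 460/535 nm emission ratio, background-subtracted; Read-out: percent activation versus median 1 µM S1P response, basal-subtracted, per plate; Incubation: cells plated overnight, compound 4 h 37 °C, substrate 2 h RT.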
HEK293 NFkB inh = inhibitors of the PMA/ionomycin-induced NF-kB reporter in HEK293 cells | HEK-293 NF-kB luciferase reporter, luminescence | inhibition, % at 3 µM | 62,000 compounds, 0.21% hits | AID 465;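 active = inhibition above the mean of all tested compounds plus 3 SD, cut at about 40% in these data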;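 note: 0% = stimulated DMSO wells and 100% = 10 µM reference inhibitor 5653914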
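System – HEK-293 cells with stable firefly luciferase reporter driven by four HIV NF-kB elements · Doses – one dose, 3 µM · Schedule – 1 h compound pre-incubation, 16 h PMA/ionomycin at 37 °C · Technique – luminescence from luciferase substrate reagent · Measure – percent inhibition normalized per plate to DMSO and reference-inhibitor controls · Replicates – tested once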
M1 agonist = agonists of M1 muscarinic receptor. CHO-M1 cells, Fluo-4 calcium fluorescence, agonist mode; stronger effect = higher value. B-score at 10 µM. AID 626. 64,000 compounds, 3% hits;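 active = fluorescence rise, raw or as B-score row- and column-corrected plate score, outside the 99.7% band of its plate's samples, either direction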
HTR1E antagonist = 5-HT1E (human) receptor antagonism | P28566 | inhibition, % at 6 µM | AID 571 | 65,000 compounds, 0.99% hits | CHO 5-HT1E Ga15 NFAT-bla reporter, FRET, antagonist;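 active = inhibition above a set limit, the mean inhibition across every tested compound plus 3 SD, cut at about 29% in these data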;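 note: signal is the 460 over 535 nm emission ratio of beta-lactamase substrate; 0% = agonist plus DMSO wells and 100% = wells without agonist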
Target sequence (P28566 whole entry, looked up): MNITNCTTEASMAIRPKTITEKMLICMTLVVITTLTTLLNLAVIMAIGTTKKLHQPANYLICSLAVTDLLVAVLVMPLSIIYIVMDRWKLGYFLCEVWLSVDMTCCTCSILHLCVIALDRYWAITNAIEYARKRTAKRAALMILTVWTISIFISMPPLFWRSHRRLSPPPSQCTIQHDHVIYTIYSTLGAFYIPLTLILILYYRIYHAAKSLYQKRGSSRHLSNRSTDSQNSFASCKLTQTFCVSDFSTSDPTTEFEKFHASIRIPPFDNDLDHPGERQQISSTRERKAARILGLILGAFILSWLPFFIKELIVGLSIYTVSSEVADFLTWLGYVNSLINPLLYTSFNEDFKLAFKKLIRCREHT
HTR1E agonist = 5-HT1E (human) receptor agonism; 65,000 compounds, 0.69% hits; CHO 5-HT1E Ga15 NFAT-bla reporter, FRET; 0% DMSO wells, 100% control agonist wells; activation, % at 6 µM; AID 574; P28566;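 active = activation above a set limit, the screen-wide mean activation plus 3 SD, cut at about 8.5% in these data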;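 note: 100% = positive control agonist at 1 µM giving full maximal response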
M1 antag = antagonists of rat M1 muscarinic receptor; P08482; 64,000 compounds, 3.4% hits; B-score at 10 µM; CHO-M1 cells, Fluo-4 calcium, ACh EC80 antagonist mode; stronger effect = lower value;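 active = calcium fluorescence response, raw or row-and-column corrected B-score, differing from the plate sample mean either way at a set confidence level, mostly lower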
* marks the source's active call; other numbers are inactive results; / = no result given. Not a hit list, and some 9.2% of all compounds hit somewhere here.

Fields – HEK293 NFkB inh | S1P1 ag pot | M1 antag | Her2 expr inh | S1P3 agonist | HTR1E antagonist | M1 agonist | Jurkat viability | HTR1E agonist
(1) CCn1c(SCc2nc3ccccc3s2)nc2cc(S(=O)(=O)N3CCOCC3)ccc21
→ -7.1 | -11.8 | 0.0245 | 115.1 | 0.3 | -17.6 | -0.743 | 1.1 | 0.8
(2) CN1CCC(NC(=O)Cc2c(F)cccc2Cl)CC1
→ 5.8 | -15.2 | -0.143 | 82.0 | -0.1 | 1.3 | 1.77 | -0.5 | 1.3
(3) CCSc1nnc(NC(=O)c2nc(-c3ccccc3)n(-c3ccccc3)n2)s1
→ -10.4 | 4.7 | -0.32 | 169.5 | 1.8 | -9.8 | 0.792 | 3.1 | 0.2
(4) Cc1ccc(-c2nc(CS(=O)CC(=O)NCc3ccccn3)c(C)o2)cc1 (centres undefined)
→ 4.8 | -9.4 | 0.315 | 60.0 | -1.4 | 2.7 | -0.00979 | -0.9 | -0.3
(5) CSc1ccccc1C(=O)Nc1cccc(N(C)S(C)(=O)=O)c1
→ -3.5 | -3.6 | -0.127 | 84.3 | -0.5 | 6.7 | -0.519 | 2.4 | -1.6
(6) CC(=O)Nc1ccc(S(=O)(=O)Nc2nnc(C3CCCCC3)s2)cc1
→ 11.5 | -7.7 | 0.188 | 98.0 | 0.3 | 5.0 | 1.29 | -1.2 | -1.7
(7) CCOC(=O)CNC(=O)CSc1nnc(Cn2c(=O)sc3ccccc32)n1-c1ccccc1C
→ 11.0 | -14.7 | 0.0171 | 140.8 | -0.4 | -4.3 | -0.0635 | 4.9 | 0.0
(8) CCCn1c(SCC(=O)N2CCN(c3ccc(OC)cc3)CC2)nc2c1c(=O)n(C)c(=O)n2C
→ 6.9 | 1.8 | -0.454 | 94.7 | -0.5 | 13.4 | 9.64* | 6.1 | -1.1
(9) COc1ccc(CNC(=O)C2CCN(S(=O)(=O)c3ccc(-c4nn[nH]n4)cc3)CC2)cc1
→ 18.8 | 1.8 | 0.695 | 86.8 | 0.6 | -5.4 | 0.437 | -0.6 | -1.1
(10) Cn1c(CN2CCCCC2)nc2cc(NC(=O)c3cccs3)ccc21
→ 26.3 | 2.7 | -2.14 | 157.6 | -0.2 | 11.3 | 0.62 | 10.7 | -0.5
(11) Cc1ccc2nc(C3CCN(C(=O)c4ccco4)CC3)[nH]c2c1
→ 13.8 | -14.1 | 1.76 | 98.6 | -1.2 | -0.5 | 0.191 | 1.6 | -0.8
(12) CCn1nnnc1SCC(=O)N(C1CCCCC1)C1CCCCC1
→ 21.4 | -11.5 | 0.434 | 120.6 | 1.7 | -12.0 | 0.0284 | 0.5 | -1.0
(13) CCCNC(=O)c1noc2c1CCc1ccccc1-2
→ -7.5 | -27.4 | 0.812 | 80.3 | 0.1 | 2.4 | 0.73 | -2.1 | 0.8
(14) O=C(c1ccc(F)cc1)C1CCN(C(=O)NCc2ccccc2)CC1
→ 17.9 | -12.2 | / | 83.8 | -0.7 | -11.7 | / | 5.3 | -2.1
(15) COc1ccc2nc(NC(=O)C3COc4ccccc4O3)sc2c1 (centres undefined)
→ -36.8 | 4.0 | -1.52 | 93.8 | -0.5 | 0.3 | 0.138 | 2.0 | -0.9
(16) COc1cccc2c1OC1(C)CC2NC(=O)N1c1cccc(C(=O)N2CCN(c3ccccn3)CC2)c1 (centres undefined)
→ 3.2 | / | 0 | 98.5 | / | 1.4 | 0.506 | / | -0.7
(17) O=C(C1=C(O)C(=O)N(CCCN2CCOCC2)C1c1ccccn1)c1cc2ccccc2o1 (centres undefined)
→ / | 17.4 | -0.173 | 92.4 | -4.7 | 4.9 | 0.0738 | / | -0.7
(18) CCn1ccc(=N)cc1
→ 19.3 | -12.1 | 0.0348 | 133.0 | -1.5 | 0.0 | -0.0314 | 1.7 | -0.1
(19) COC(=O)c1ccccc1NC(=O)NCC1CCCO1 (centres undefined)
→ 15.0 | -3.7 | -1.9* | 96.2 | -0.4 | 3.1 | 0.00332 | 5.1 | 0.2
(20) COCCCn1c(=S)[nH]c2ncccc2c1=O
→ 8.8 | -6.5 | 0.439 | 72.1 | 0.2 | -0.6 | 0.277 | -5.4 | -0.7
(21) O=C(CC1(O)C(=O)Nc2ccccc21)c1cccnc1 (centres undefined)
→ 14.8 | -5.5 | 0.432 | 115.5 | -0.4 | -10.9 | -0.0115 | -2.1 | 0.1
(22) CCOC(=O)N1CCC(NC(=O)C2CCCN(Cc3nc(-c4cccc(Cl)c4)oc3C)C2)CC1 (centres undefined)
→ 8.9 | 102.8* | -4.35* | 73.9 | -1.9 | 11.8 | 10* | 30.7 | 0.8
(23) CCN1C(=O)C(C)S/C1=N\S(=O)(=O)c1ccc(Cl)s1 (centres undefined)
→ -8.3 | 13.8 | -0.122 | 77.3 | -1.6 | 0.3 | -0.446 | -2.3 | -0.9
(24) CC1(C)CC(NS(=O)(=O)c2ccc(S(=O)(=O)N3CCOCC3)cc2)CCO1 (centres undefined)
→ 24.5 | -8.0 | / | 106.1 | -1.7 | -11.5 | / | 0.8 | -0.1
(25) O=c1[nH]c(CN2CCN(C/C=C/c3ccccc3)CC2)nc2cc(Cl)ccc12
→ -1.6 | 10.1 | -0.427 | 81.9 | -1.2 | -8.8 | -0.544 | 6.8 | -1.9
(26) O=C(Nc1nccs1)C12CC3CC(C1)CC(C(=O)Nc1nccs1)(C3)C2
→ -11.6 | 14.4 | -0.307 | 63.0 | 0.1 | 7.0 | 4.03* | -0.3 | -0.4
(27) CCOC(=O)N1CCC(NC2CCCCCCC2)CC1
→ 12.5 | -23.7 | -11.5* | 91.4 | -0.6 | -0.1 | -0.228 | -1.6 | 0.2
(28) O=C(NCCN1CCN(c2ccccc2F)CC1)C1c2ccccc2C(=O)N2CCc3ccccc3C12 (centres undefined)
→ 27.8 | 6.5 | / | 70.3 | -0.5 | 11.9 | / | 8.0 | 0.4
(29) CCCC(c1nnnn1Cc1ccc(F)cc1)N1CCN(C2CCCCC2)CC1 (centres undefined)
→ 16.8 | -7.7 | -1.59 | 87.8 | 0.0 | 3.0 | -0.0958 | -9.6 | 0.5
(30) Cc1cc(=O)n2ncnc2n1COCCO
→ 10.0 | 4.1 | 0.187 | 94.2 | -0.8 | 1.5 | 1.14 | 6.7 | -1.7

One compound at a time, as listed above:
COc1ccc(CNC(=O)C2CCN(S(=O)(=O)c3ccc(-c4nn[nH]n4)cc3)CC2)cc1 is listed with HEK293 NFkB inh: 18.8; S1P1 ag pot: 1.8; M1 antag: 0.695; Her2 expr inh: 86.8; S1P3 agonist: 0.6; HTR1E antagonist: -5.4; M1 agonist: 0.437; Jurkat viability: -0.6; HTR1E agonist: -1.1
Cc1cc(=O)n2ncnc2n1COCCO is listed with HEK293 NFkB inh: 10.0; S1P1 ag pot: 4.1; M1 antag: 0.187; Her2 expr inh: 94.2; S1P3 agonist: -0.8; HTR1E antagonist: 1.5; M1 agonist: 1.14; Jurkat viability: 6.7; HTR1E agonist: -1.7

Rewritten with tabs: part of the list above
entry	canonical_smiles	HEK293 NFkB inh	S1P1 ag pot	M1 antag	Her2 expr inh	S1P3 agonist	HTR1E antagonist	M1 agonist	Jurkat viability	HTR1E agonist
28	O=C(NCCN1CCN(c2ccccc2F)CC1)C1c2ccccc2C(=O)N2CCc3ccccc3C12 (centres undefined)	27.8	6.5	/	70.3	-0.5	11.9	/	8.0	0.4
29	CCCC(c1nnnn1Cc1ccc(F)cc1)N1CCN(C2CCCCC2)CC1 (centres undefined)	16.8	-7.7	-1.59	87.8	0.0	3.0	-0.0958	-9.6	0.5
30	Cc1cc(=O)n2ncnc2n1COCCO	10.0	4.1	0.187	94.2	-0.8	1.5	1.14	6.7	-1.7

Other compounds
Fields – HEK293 NFkB inh | S1P1 ag pot | M1 antag | Her2 expr inh | S1P3 agonist | HTR1E antagonist | M1 agonist | Jurkat viability | HTR1E agonist
(31) CC(=O)c1c(C(C)=O)c(C)n(NC(=O)c2cccnc2)c1C
→ 10.3 | -9.9 | 0.132 | 98.0 | -0.6 | 2.5 | 0.158 | 3.4 | -0.7
(32) Cc1cc(C)n(C(=O)C23CC4CC(CC(C4)C2)C3)n1
→ 5.2 | -8.1 | 0.384 | 118.0 | 0.2 | -5.4 | -0.161 | 7.1 | -1.1
(33) C=CCNc1nc2c(c(=O)[nH]c(=O)n2C)n1Cc1cccc(C)c1
→ 3.7 | 0.1 | -1.14 | 111.7 | -0.9 | 10.8 | -1.14 | 12.5 | 0.0
(34) CC(C)n1cnc2cc(NCc3nc4ccccc4n3C)ccc21
→ -37.6 | -15.3 | / | 81.9 | 0.4 | -2.2 | / | -6.5 | 1.2
(35) O=C(c1ccc2c(c1)[nH]c(=S)n1c3ccccc3nc21)N1CCN(c2ncccn2)CC1
→ 12.1 | -31.9 | -0.411 | 102.5 | 0.3 | -0.4 | -0.228 | -6.7 | -0.7
(36) CCn1cc(C(=O)OCC(=O)Nc2c(C)n(C)n(-c3ccccc3)c2=O)c(=O)c2ccc(C)nc21
→ 0.8 | -12.5 | 0.11 | 129.4 | -0.4 | -7.2 | 2.37 | 0.7 | -0.5
(37) COc1ccc(OC)c(NC(=O)C2CCCN(S(=O)(=O)c3cccc4cccnc34)C2)c1 (centres undefined)
→ 20.0 | -12.6 | -1.67 | 76.8 | -0.5 | 8.2 | 5.03* | -6.4 | -0.1
(38) O=C(Nc1cccc2cccc(NC(=O)c3ccco3)c12)c1ccco1
→ 33.2 | 12.0 | 0.696 | 168.4 | -1.4 | 6.6 | 0.327 | 8.4 | 0.7
(39) Cn1nnnc1SCC(=O)N1c2ccccc2CCc2ccccc21
→ 0.5 | 2.1 | -0.395 | 111.1 | -0.7 | -1.2 | 6.12e-05 | 2.6 | 0.6
(40) CNC(=O)c1c(NC(=O)c2nc3ccccc3s2)sc2c1CCC2
→ -48.5 | 29.5 | 0.514 | 76.1 | -0.4 | -6.6 | 1.35 | 0.7 | 1.6
(41) COc1ccc(S(=O)(=O)N2CCCC(C(=O)NCc3ccncc3)C2)cc1Cl (centres undefined)
→ 7.8 | 2.2 | 0 | 75.2 | -0.7 | 0.0 | -0.378 | 5.7 | -0.5
(42) O=C1CCCC2=C1C(Cc1ccccc1)C1=C(CCCC1=O)O2
→ 7.2 | 4.8 | -0.495 | 100.0 | -1.0 | -3.1 | 1.17 | 4.7 | 0.3
(43) Cc1ccc2oc(=O)c3cnn(CC(=O)NCCN4CCOCC4)c3c2c1
→ 10.1 | -20.3 | 0.663 | 84.3 | -0.9 | 1.3 | -0.0877 | -0.6 | -0.3
(44) C1CCN(c2nc(N3CCCC3)nc(N3CCNCC3)n2)C1
→ 8.9 | 10.0 | -0.182 | 148.9 | 0.2 | -6.0 | -0.595 | -9.1 | 0.0
(45) CCN1CCN(CCNC(=O)C2CCCN(Cc3nc(-c4cccc(Cl)c4)oc3C)C2)CC1 (centres undefined)
→ 17.7 | 7.0 | 0.382 | 84.6 | -1.1 | 2.5 | 0.761 | 7.8 | -0.3
